# Assay outcomes from PubChem.
# APJ antag = blocks the human apelin receptor APJ; CHO-K1 APJ beta-arrestin complementation, luminescence; inhibition, % at 20 µM; 330,000 tested, 0.32% active; AID 2521;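 active = inhibition above about 40% at 20 µM, limit read from the data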;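 note: cells challenged with 10 nM apelin-13 agonist together with compound; plate controls were apelin-13 plus DMSO wells for no effect and DMSO wells lacking apelin-13 for full effect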
# APJ ag = agonists of human APJ apelin receptor; CHO-K1 APJ PathHunter beta-arrestin, luminescence; 0% DMSO wells, 100% apelin; activation, % at 20 µM; 330,000 tested, 0.11% active; AID 2520;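 active = activation more than six SD over the plate average, tested at 20 µM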;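 note: 0% = DMSO alone and 100% = apelin-13 at 10 nM; some results filed as inactive read as strong as hits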
#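 Assay system – PathHunter CHO-K1 APJ (AGTRL-1) beta-arrestin reporter cells · Compound – one dose, 20 µM compound, 1% DMSO · Timing – compound 90 min 25 °C, reagent 1 h · Measured by – luminescence from split beta-galactosidase complementation, Galacton Star/Emerald II substrate · Measure – beta-arrestin recruitment to APJ as agonist activity, luminescent signal · Benchmarks – DMSO vs Apelin-13 10 nM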
# UPR CHOP act = apoptotic UPR (CHOP) activation | activation, % at 10 µM | CHO-CHOP luciferase reporter, luminescence; percent of tunicamycin response over DMSO baseline | 330,000 tested, 0.34% active;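 active = at 10 µM dose, activation of 40% or more, normalized to positive control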;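 note: 100% = tunicamycin at 10 µg/mL and 0% = DMSO alone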
#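 measured by = luciferase luminescence | assay system = CHO-CHOP cells, stable luciferase reporter of PERK-eIF2a-CHOP signalling | amount = 500 reporter cells seeded per well | timing = 6 h compound exposure at 37 °C after overnight seeding | controls = positive tunicamycin 10 µg/mL, negative DMSO alone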
# tim23-1 inh = inhibits growth of tim23-1 mutant yeast. 330,000 tested, 1.3% active. inhibition, % at 20 µM. S. cerevisiae tim23-1 growth, BacTiter-Glo luminescence, 24 h;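 active = growth inhibition of the mutant yeast at or above 50%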;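 note: temperature-sensitive mutant grown at 25 °C; plate controls were DMSO-treated mutant yeast for no effect and medium wells lacking yeast for full effect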
# tim10-1 inh = inhibits growth of tim10-1 mutant yeast; inhibition, % at 20 µM; 330,000 tested, 2.2% active; S. cerevisiae tim10-1 ts strain growth, BacTiter-Glo, 24 h; AID 463190;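 active = inhibition of at least 40%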;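 note: mutant grown at 25 °C; 0% = DMSO wells with yeast and 100% = wells holding no yeast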
# Mdm2 MdmX PPI = inhibitors of human Mdm2/MdmX interaction; O15151+Q00987; SaOS-2 split-luciferase Mdm2/MdmX complementation, luminescence; inhibition, % at 8 µM; 330,000 tested, 3% active; AID 485346;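 active = inhibition of at least 50% at 8 µM in the primary screen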
# Target sequence (O15151 whole entry, looked up): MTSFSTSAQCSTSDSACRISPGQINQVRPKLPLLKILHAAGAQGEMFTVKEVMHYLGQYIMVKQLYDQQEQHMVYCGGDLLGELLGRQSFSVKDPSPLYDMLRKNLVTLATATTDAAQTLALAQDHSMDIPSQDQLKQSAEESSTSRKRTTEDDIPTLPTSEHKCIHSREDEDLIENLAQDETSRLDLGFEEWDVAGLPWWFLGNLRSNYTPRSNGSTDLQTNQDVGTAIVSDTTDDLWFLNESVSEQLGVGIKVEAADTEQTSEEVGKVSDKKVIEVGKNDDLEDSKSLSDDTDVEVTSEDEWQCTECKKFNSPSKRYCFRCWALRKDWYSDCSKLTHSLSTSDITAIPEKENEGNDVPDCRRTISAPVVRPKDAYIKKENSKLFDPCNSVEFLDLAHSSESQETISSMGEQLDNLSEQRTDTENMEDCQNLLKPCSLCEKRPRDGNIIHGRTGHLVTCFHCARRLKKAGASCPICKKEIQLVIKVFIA
# Target sequence (Q00987 whole entry, looked up): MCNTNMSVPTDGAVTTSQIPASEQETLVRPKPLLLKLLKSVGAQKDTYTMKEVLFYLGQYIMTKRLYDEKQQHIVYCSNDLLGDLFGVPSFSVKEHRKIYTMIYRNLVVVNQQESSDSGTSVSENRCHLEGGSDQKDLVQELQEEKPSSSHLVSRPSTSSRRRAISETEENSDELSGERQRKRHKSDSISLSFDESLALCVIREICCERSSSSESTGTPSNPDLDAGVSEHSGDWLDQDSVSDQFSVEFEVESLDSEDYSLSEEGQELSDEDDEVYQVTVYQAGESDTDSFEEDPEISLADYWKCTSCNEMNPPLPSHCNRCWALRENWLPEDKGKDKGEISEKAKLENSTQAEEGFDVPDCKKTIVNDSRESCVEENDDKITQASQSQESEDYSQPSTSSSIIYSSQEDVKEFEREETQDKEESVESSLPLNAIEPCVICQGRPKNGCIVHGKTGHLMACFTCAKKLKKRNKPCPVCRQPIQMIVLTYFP
# CXCR6 block = CXCR6 (human) receptor inhibition; O00574; CHO-K1 PathHunter CXCR6 beta-arrestin, luminescence; inhibition, % at 20 µM; 360,000 tested, 0.36% active; in the data active = inhibition above about 34%, passing the limit was not always enough;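 note: antagonist mode with CXCL16 agonist at 10 nM final; 0% = 10 nM CXCL16 with DMSO and 100% = unstimulated wells without agonist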
# TIM10 inh = growth inhibitors of TIM10 yeast strain; S. cerevisiae TIM10 strain growth, BacTiter-Glo luminescence, 24 h; inhibition, % at 10 µM; 330,000 tested, 1.4% active; AID 463195;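 active = inhibition of 40% or more at the single tested concentration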;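 note: wild-type TIM10 isogenic control strain grown at permissive 25 °C; 0% = DMSO yeast wells and 100% = minimal medium wells without yeast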
# UPR XBP1 act = adaptive UPR (XBP1) activation. CHO-XBP1 luciferase reporter, IRE1-XBP1 UPR activation, luminescence; percent of tunicamycin response, DMSO as zero. activation, % at 20 µM. 330,000 tested, 0.33% active. AID 463104;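 active = versus positive control, 20 µM dose yields 30% or more activation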;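 note: 100% = tunicamycin at 10 µg/mL and 0% = DMSO only wells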
#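 Assay system: IRE1-XBP1 luciferase reporter CHO line. Input: 1000 cells/well. Buffer or medium: F12 with 10% serum. Doses: 20 µM, 1% DMSO. Times: overnight seeding at 37 °C, 6 h compound treatment at 37 °C. Technique: Steady-Glo luciferase glow luminescence, 10 min after reagent addition.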
# * = called active by the depositor; nt = no result given. The list is partial; count on the stated rates, not on these rows.
SMILES,APJ antag,APJ ag,UPR CHOP act,tim23-1 inh,tim10-1 inh,Mdm2 MdmX PPI,CXCR6 block,TIM10 inh,UPR XBP1 act
N#Cc1nc(Cc2cccc3ccccc23)oc1N1CCC(C(N)=O)CC1,-5.4,0.0,-2.6,6.4,5.6,12.1,-11.8,17.9,-1.0
O=C(CSc1nnnn1-c1cccc(Cl)c1)Nc1ccc2c(c1)CCC2,-11.8,-3.5,-1.6,-23.4,5.0,71.2*,nt,-0.1,-0.2
Cc1cc2nc[nH]c2cc1[N+](=O)[O-],6.6,-4.2,1.1,-10.7,14.9,-21.0,-5.2,10.6,0.9
CCCCOC(=O)c1ccc(NC(=O)CSC2=Nc3ccccc3C3CC=NN23)cc1 (stereo unspecified),-5.3,-1.6,5.4,-3.3,2.9,6.6,12.2,-8.6,9.9
O=C(Nc1cccnc1)c1cccc(S(=O)(=O)N2CCOCC2)c1,8.2,-3.8,0.6,3.2,-2.2,3.5,-1.0,-8.7,-2.2
COc1ccc(Cl)cc1NC(=O)CNCC(c1ccccc1)N(C)C (stereo unspecified),-4.9,-1.6,0.0,13.3,12.8,14.2,-5.1,14.6,0.7
C#CCOCCOCCOCCNc1nc(N2CCN(C(=O)[C@H]([C@@H](C)CC)n3cc([C@@H](N)Cc4ccc(O)cc4)nn3)CC2)nc(N2CCN(C(=O)[C@H](Cc3cc4ccccc4[nH]3)n3cc([C@@H](N)CC(C)C)nn3)CC2)n1,10.7,3.7,-0.8,23.6,20.4,11.4,4.8,-1.6,0.7
O=[N+]([O-])/C=C1\C=CC=CN1Cc1ccc(Cl)cc1,20.3,-5.9,0.0,4.6,-1.7,14.8,-2.6,-1.5,-2.5
O=C(CSc1nn(-c2ccccc2)c(=S)s1)Nn1cnnc1,2.5,-3.1,1.1,9.7,4.8,-7.2,7.2,1.9,0.4
COc1ccc(NC(=O)CCS(=O)(=O)c2ccc3c(c2)oc(=O)n3C)cc1,6.3,-2.0,-0.6,-6.7,7.5,-6.8,-7.6,-6.2,-3.4
Cc1cc(NC(=O)COC(=O)c2ccc(S(=O)(=O)C(F)F)cc2)n(-c2ccccc2)n1,-6.3,7.4,-0.2,12.4,0.8,8.6,1.7,-4.6,-2.8
CC(C)C(NS(=O)(=O)c1ccc2c(c1)C(C)(C)C(=O)N2C)C(=O)NCc1ccccc1Cl (stereo unspecified),8.1,-0.2,-0.4,14.4,15.6,15.3,3.5,-1.6,-1.0
CCOC(=O)c1c(NS(=O)(=O)c2ccc(Br)cc2)sc2c1CCC2,7.2,6.0,1.0,31.0,35.3,34.1,-11.8,24.9,1.9
CCC(COC(=O)Nc1cccc(C)c1)NC(=O)OCC(C)C (stereo unspecified),13.8,-3.3,1.3,17.9,6.1,-0.9,-4.2,-4.4,4.4
COc1ccc(C(=O)Nc2c(N)nc(SCC(=O)NCC3CCCO3)[nH]c2=O)cc1OC (stereo unspecified),-24.3,-2.8,-1.1,6.1,7.8,-5.7,-0.8,-7.5,-2.1
CC(=O)Nc1ccc2nc(C3CCCCC3)[nH]c2c1,-5.0,4.1,2.4,7.9,11.9,-19.6,-4.1,3.0,0.9
Cc1ccccc1C[n+]1cccc2ccccc21,9.8,-4.1,-1.9,12.1,10.4,-3.5,0.4,8.5,-0.3
Cc1nc(CN(C)C(=O)CC2C(=O)NCCN2Cc2ccc(F)cc2)cs1 (stereo unspecified),-57.7,5.0,0.1,7.9,-22.2,4.1,7.7,-4.9,-3.3
CCc1nnc(NC(=O)c2cc3c(s2)CCCCC3)s1,4.0,-0.3,1.2,-10.4,10.6,-54.1,1.2,-1.6,-3.1
C=C[C@H](CC(C)C)N(Cc1ccccc1)S(=O)(=O)N(Cc1ccc(OC)cc1)[C@H](C=C)CC(C)C,20.6,-2.7,8.8,-12.2,1.7,58.1*,-4.6,-9.3,-3.1
O=C(c1ccc(CS(=O)Cc2ccccc2Cl)o1)N1CCN(C2CCCCC2)CC1 (stereo unspecified),30.3,-4.2,1.8,1.7,-2.3,2.2,2.0,-5.2,-8.7
CCCCn1c(Cc2ccccc2)nnc1SCC(=O)N1CCOCC1,4.8,1.8,0.8,10.5,12.8,-12.3,-0.1,-0.6,-0.6
CCOc1ccc(S(=O)(=O)Nc2ccc(C(=O)NNC(=O)c3ccncc3)cc2)cc1,6.1,11.3,-1.4,5.6,-4.2,22.2,2.6,1.4,-6.8
Cc1nn(Cc2ccccc2)c(C)c1NC(=O)c1cc(-c2cccs2)on1,1.7,-0.9,-2.0,35.9,31.9,10.2,0.4,30.1,-2.5
O=S(=O)(c1ccccc1)N(F)S(=O)(=O)c1ccccc1,11.0,-2.7,0.6,0.0,-9.1,9.1,0.3,11.5,-2.9

# The last 4 compounds of the part before open the next one.
SMILES,APJ antag,APJ ag,UPR CHOP act,tim23-1 inh,tim10-1 inh,Mdm2 MdmX PPI,CXCR6 block,TIM10 inh,UPR XBP1 act
CCCCn1c(Cc2ccccc2)nnc1SCC(=O)N1CCOCC1,4.8,1.8,0.8,10.5,12.8,-12.3,-0.1,-0.6,-0.6
CCOc1ccc(S(=O)(=O)Nc2ccc(C(=O)NNC(=O)c3ccncc3)cc2)cc1,6.1,11.3,-1.4,5.6,-4.2,22.2,2.6,1.4,-6.8
Cc1nn(Cc2ccccc2)c(C)c1NC(=O)c1cc(-c2cccs2)on1,1.7,-0.9,-2.0,35.9,31.9,10.2,0.4,30.1,-2.5
O=S(=O)(c1ccccc1)N(F)S(=O)(=O)c1ccccc1,11.0,-2.7,0.6,0.0,-9.1,9.1,0.3,11.5,-2.9
Cc1ccc(S(=O)(=O)N(C)CC(=O)NNC(=O)CCC(=O)c2ccc(F)cc2)cc1,7.4,-3.9,0.9,-1.5,-1.1,-4.3,5.7,-9.2,-3.6
CC(Oc1ccccc1F)c1ccnc2nc(/N=C/N(C)C)nn12 (stereo unspecified),-12.8,1.3,0.9,-2.2,-15.7,3.4,3.0,-25.8,0.5
O=S(=O)(NCc1nc2ccccc2[nH]1)c1ccccc1,1.1,-2.5,1.4,-14.0,-11.9,5.9,-19.9,6.3,-0.1
CCOc1ccccc1N(CC)C(=O)Cn1ncc2c(=O)oc3ccccc3c21,17.5,0.5,1.8,25.8,28.4,14.1,6.3,4.1,-3.9
O=C(CSc1nnc(-c2ccncc2)o1)NC1C2CC3CC(C2)CC1C3 (stereo unspecified),-4.3,-0.2,0.0,17.5,9.5,-0.7,-0.5,-5.5,-2.5
CC(C)=CCC/C(C)=C/CNC(=O)C[C@H]1C[C@H](C(=O)N2CCCCC2)[C@@]2(C)c3[nH]c4cc(CCC(=O)N(C)C)ccc4c3CCN2C1=O,nt,nt,10.5,32.8,16.5,38.8,5.6,0.3,4.1
CNc1nc(SC)n(C)c(=O)c1N=O,-4.7,-1.0,1.3,-9.3,4.2,9.7,nt,-29.0,-3.0
CCOC(=O)c1cccc(NC(=O)c2ccc3c(c2)OCO3)c1,9.6,-1.3,7.6,33.1,-2.4,-24.5,-4.6,-14.1,0.4
CCOc1ccccc1N1CCN(C(=O)c2csc(C)c2CC)CC1,6.3,-2.5,-0.3,20.7,22.5,-8.3,1.0,18.8,-1.1
CC(C)CCNC(=O)c1cccc(C(=O)NCCC(C)C)c1,14.3,-0.8,-0.5,8.5,17.8,-21.7,3.8,0.1,0.1
CC1Cc2cc(/C(O)=C3/C(=O)C(=O)N(CCN4CCOCC4)C3c3ccc(C(C)C)cc3)ccc2O1 (stereo unspecified),-1.0,-6.2,-1.0,9.5,5.9,2.0,-4.2,-9.2,1.2
CCC(C(=O)OCC(=O)c1c(N)n(CC(C)C)c(=O)n(C)c1=O)c1ccccc1 (stereo unspecified),-2.6,11.4,2.2,24.4,12.3,11.1,-27.4,-2.8,1.2
O=S(=O)(NCc1ccccn1)c1cccc2nsnc12,13.3,-0.9,-1.1,8.4,4.9,21.7,4.8,-1.8,-3.9
COc1ccc(/C=N/NC(=S)Nc2ccccc2)cc1COc1ccc(F)cc1,-6.5,-0.1,3.5,-6.6,-2.9,26.4,-9.7,5.0,-0.9
O=C(CCNC(=O)c1ccccc1Cl)Nc1cccc(S(=O)(=O)N2CCOCC2)c1,22.3,-0.4,1.9,-18.1,3.1,-15.9,6.5,4.8,-2.9
Cc1ccc(/C=N/NC(=O)C(NC(=O)c2ccccc2)c2n[nH]c(=O)c3ccccc23)cc1 (stereo unspecified),22.4,-1.5,5.6,0.3,-2.5,24.6,-2.3,-4.1,1.5
CN(CCc1ccccc1)C(=O)c1ccc(NC(=O)Cc2cccc([N+](=O)[O-])c2)cc1,11.9,-1.3,-0.6,8.6,8.0,9.5,-8.1,-4.1,0.8
CCOC(=O)CC[C@H](NC(=O)Cn1cnc2c(OCc3ccccc3)ncnc21)C(=O)OCC,-1.9,-2.0,-0.8,-3.1,-9.9,10.9,-4.4,-5.0,-3.8
CCCCN1C(=O)c2ccc(C(=O)Nc3ccc(S(=O)(=O)N(C)C)cc3)cc2C1=O,0.0,-4.2,-1.3,14.9,11.3,-1.9,2.8,-2.2,-1.2
CCc1nn(CC(=O)NCCCc2ccccc2)c(=O)c2cc3cc(F)ccc3n12,9.7,5.2,-2.0,9.8,0.7,55.5*,-6.4,11.7,-3.8
CS(=O)(=O)N1CCN(c2ccc(NC(=O)COc3ccccc3[N+](=O)[O-])cc2)CC1,-8.9,7.7,1.2,-2.1,4.1,7.7,-15.0,0.1,-2.2
COc1cc2nc(N(CCCN(C)C)C(=O)c3ccc(C(=O)c4ccccc4)cc3)sc2cc1OC,18.1,0.1,4.6,11.3,26.7,40.6,7.0,21.4,7.1
CCOc1c(O)ccc(C2NC(=O)NC(C)=C2C(=O)OC)c1[N+](=O)[O-] (stereo unspecified),-10.9,-3.0,1.9,-6.2,-10.0,10.3,-4.5,6.4,-3.9
O=C(Nc1nnc(C2CCCCC2)s1)c1ccco1,-12.1,2.1,4.3,31.6,44.8*,-2.4,-0.1,23.6,5.5
Cc1cnc(C(=O)Nc2ccc(C)c(S(=O)(=O)N3CCCCC3)c2)cn1,-35.1,-1.7,1.3,1.4,3.8,42.0,-0.4,-6.5,-2.8
CCOC(=O)c1cc2occc2n1Cc1ccc(F)cc1,10.6,-2.0,2.5,0.4,-4.9,14.6,3.7,12.8,-2.0
CCC(C)Sc1nnc(NS(=O)(=O)Cc2ccccc2)s1 (stereo unspecified),5.4,0.1,0.6,-6.7,4.4,5.6,4.8,0.8,-2.3
C=CCc1cccc(CNc2c(C)n(C)n(-c3ccccc3)c2=O)c1O,7.2,0.4,-0.2,12.9,22.5,2.9,24.5,9.6,-1.3
COc1ccc(NC(=O)NCCCN2CCCC2=O)cc1,38.8,-1.6,1.7,10.4,7.0,-8.3,11.2,-0.5,0.4
